Source: PubChem
POLB inh: inhibitors of human DNA polymerase beta | P06746 | Pol beta primer extension/strand displacement, fluorescence kinetic | Potency, µM (highest dose often 114 µM), for inactives: top-dose activity change, negative = inhibition, usual class: inhibitors | actives 1.3% (n = 340,000); note: % is set by controls: 0 for no effect and ±100 for the full control effect
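Pol beta (10 nM) was preincubated with compound for 15 min at room temperature. The reaction was then started with 50 nM substrate and read immediately and after a further 10 min at room temperature.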
POLI inh: blocks human DNA polymerase iota activity; AID 588590; Potency, µM (series often up to 115 µM), inactives show top-dose activity, negative = inhibition, most hits filed as inhibitors; Q9UNA4; Pol iota fluorescent replication assay, 10 min; actives 1% (n = 390,000)
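Pol iota at 10 nM preincubated 15 min with compounds at room temperature; reaction started with fluorescent substrate, 50 nM final. Fluorescence read kinetically at 0 and 10 min; buffer-only wells as negative control.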
APE1 inh: blocks human APE1 abasic DNA cleavage. AID 2517. recombinant APE1, TAMRA/BHQ-2 abasic DNA cleavage fluorescence. actives 0.35% (n = 350,000). P27695. Potency, µM (doses to about 65.8 µM), for the others: at the top dose activity change, negative = inhibition, usual class: inhibitors;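 note: plate controls were vehicle for no effect and reference inhibitor for full effect; nearly all actives have a fitted effect of over 55% in size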
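Kinetic fluorescence read (525 ex/598 em nm, three reads 60 s apart) of AP-site incision; signal = third minus first read. Enzyme 0.75 nM, dual-labelled THF duplex 50 nM, compound preincubation 15 min RT.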
JMJD2A Tudor inh: inhibitors of human JMJD2A Tudor domain. O75164. actives 4.4% (n = 390,000). Potency, µM (highest dose often 114 µM), for inactives: top-dose activity change, negative = inhibition, actives largely listed as inhibitors. AlphaScreen JMJD2A-Tudor / H3K4me3 peptide binding; note: % is set by controls: 0 for no effect and ±100 for the full control effect; nearly all actives have a fitted effect of over 50% in size
BLM helicase inh: Bloom syndrome helicase (human) inhibition | actives 0.2% (n = 350,000) | Potency, µM (top dose mostly 56.1 µM), without a hit: top-dose activity change, negative = inhibition, most hits filed as inhibitors | recombinant BLM DNA unwinding, fluorescence dequenching;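 note: plate controls were vehicle for no effect and no enzyme for full effect; nearly all actives have a fitted effect of over 35% in size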
POLK inh: DNA polymerase kappa (human) inhibition; purified Pol kappa, fluorescent DNA synthesis assay, 10 min; Q9UBT6; AID 588579; Potency, µM (doses to about 107 µM), for inactives: top-dose activity, negative = inhibition, usual class: inhibitors; actives 0.53% (n = 400,000); note: % is set by controls: 0 for no effect and ±100 for the full control effect
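10 nM Pol kappa was preincubated with compounds for 15 min at room temperature. Reaction started with 50 nM (final) substrate. Fluorescence read kinetically at 0 and 10 min.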
G9a inh: inhibitors of human histone lysine methyltransferase G9a | Q96KQ7 | G9a H3K9 monomethylation, AlphaScreen, 2 h | Potency, µM (series often up to 102 µM), for the others: at the top dose activity, negative = inhibition, actives largely listed as inhibitors | actives 8.8% (n = 350,000); note: % is set by controls: 0 for no effect and ±100 for the full control effect; nearly all actives have a fitted effect of over 75% in size
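Step 1: enzyme (final 20 nM) with compound, 15 min RT. Step 2: substrate peptide 500 nM and SAM 20 uM, 2 h RT. Step 3: anti-H3K9me1 antibody and AlphaScreen beads, 10 min, then plate read.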
BAZ2B block: blocks human BAZ2B. AlphaScreen BAZ2B-H3K14Ac peptide displacement. Potency, µM (doses to about 114 µM), without a hit: top-dose activity change, negative = inhibition, hits mostly inhibitors. Q9UIF8. actives 4.4% (n = 360,000); note: % is set by controls: 0 for no effect and ±100 for the full control effect; nearly all actives have a fitted effect of over 60% in size
Target sequence (Q9UIF8 whole entry, looked up): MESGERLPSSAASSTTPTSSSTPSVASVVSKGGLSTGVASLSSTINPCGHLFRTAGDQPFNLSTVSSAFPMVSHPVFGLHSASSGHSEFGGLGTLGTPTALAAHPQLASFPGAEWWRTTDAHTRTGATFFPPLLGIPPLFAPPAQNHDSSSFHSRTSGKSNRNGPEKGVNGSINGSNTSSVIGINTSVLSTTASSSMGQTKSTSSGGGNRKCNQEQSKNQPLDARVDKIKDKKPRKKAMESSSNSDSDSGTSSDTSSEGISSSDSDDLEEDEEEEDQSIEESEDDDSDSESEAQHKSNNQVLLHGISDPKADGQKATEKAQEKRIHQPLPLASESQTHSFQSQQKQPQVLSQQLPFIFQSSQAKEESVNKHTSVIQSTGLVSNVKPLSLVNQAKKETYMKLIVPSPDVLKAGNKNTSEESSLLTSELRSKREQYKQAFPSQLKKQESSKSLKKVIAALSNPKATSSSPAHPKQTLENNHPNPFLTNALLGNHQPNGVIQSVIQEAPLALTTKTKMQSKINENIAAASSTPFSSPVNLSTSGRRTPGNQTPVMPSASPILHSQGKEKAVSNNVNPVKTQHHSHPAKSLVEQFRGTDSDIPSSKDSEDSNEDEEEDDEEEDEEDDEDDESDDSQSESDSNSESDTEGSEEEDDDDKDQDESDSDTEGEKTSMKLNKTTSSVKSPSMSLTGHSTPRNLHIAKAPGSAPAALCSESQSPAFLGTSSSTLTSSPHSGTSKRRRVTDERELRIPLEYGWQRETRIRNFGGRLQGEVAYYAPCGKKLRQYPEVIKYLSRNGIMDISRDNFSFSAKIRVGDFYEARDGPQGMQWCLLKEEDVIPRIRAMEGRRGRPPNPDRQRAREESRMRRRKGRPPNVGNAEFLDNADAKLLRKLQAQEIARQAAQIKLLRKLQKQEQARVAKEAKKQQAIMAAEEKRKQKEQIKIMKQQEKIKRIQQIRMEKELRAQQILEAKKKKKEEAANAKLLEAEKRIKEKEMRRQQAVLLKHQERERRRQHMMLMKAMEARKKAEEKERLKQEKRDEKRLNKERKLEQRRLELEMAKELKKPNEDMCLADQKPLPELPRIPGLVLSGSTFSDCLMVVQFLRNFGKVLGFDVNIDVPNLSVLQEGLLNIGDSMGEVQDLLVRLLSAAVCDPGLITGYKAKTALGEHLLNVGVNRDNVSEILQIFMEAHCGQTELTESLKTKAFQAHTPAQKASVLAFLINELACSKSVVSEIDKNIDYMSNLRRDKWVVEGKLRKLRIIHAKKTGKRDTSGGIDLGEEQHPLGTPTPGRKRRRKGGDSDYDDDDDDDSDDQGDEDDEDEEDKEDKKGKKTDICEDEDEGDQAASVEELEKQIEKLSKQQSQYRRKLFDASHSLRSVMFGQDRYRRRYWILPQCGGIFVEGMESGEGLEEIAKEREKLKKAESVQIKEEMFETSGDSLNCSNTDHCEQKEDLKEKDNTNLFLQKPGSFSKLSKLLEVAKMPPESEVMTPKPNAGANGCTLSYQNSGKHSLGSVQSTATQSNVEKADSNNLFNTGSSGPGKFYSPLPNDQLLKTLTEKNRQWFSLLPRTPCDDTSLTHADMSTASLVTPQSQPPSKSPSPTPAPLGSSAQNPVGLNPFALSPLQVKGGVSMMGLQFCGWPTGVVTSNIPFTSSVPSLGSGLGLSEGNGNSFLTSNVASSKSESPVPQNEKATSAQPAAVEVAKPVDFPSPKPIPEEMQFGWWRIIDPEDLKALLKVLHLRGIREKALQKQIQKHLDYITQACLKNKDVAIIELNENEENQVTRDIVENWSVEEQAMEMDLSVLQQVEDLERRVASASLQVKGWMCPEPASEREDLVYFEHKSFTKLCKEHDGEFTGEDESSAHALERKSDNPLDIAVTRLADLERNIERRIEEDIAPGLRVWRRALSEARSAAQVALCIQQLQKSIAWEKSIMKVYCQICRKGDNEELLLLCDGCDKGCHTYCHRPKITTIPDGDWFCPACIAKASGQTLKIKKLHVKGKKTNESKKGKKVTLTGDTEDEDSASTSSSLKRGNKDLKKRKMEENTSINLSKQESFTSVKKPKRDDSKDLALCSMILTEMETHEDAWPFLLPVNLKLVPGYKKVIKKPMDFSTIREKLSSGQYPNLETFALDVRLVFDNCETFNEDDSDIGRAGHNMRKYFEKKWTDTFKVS
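Protein-peptide AlphaScreen: BAZ2B 50 nM, b-H3K14Ac 50 nM, 1x PBS pH 7.4 + 0.01% Tween-20. Preincubation 30 min RT; cpd 30 min RT (top 110 uM); beads 20 min RT, light-protected.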
Pol eta inh: DNA polymerase eta (human) inhibition | Potency, µM (titrated, usually from 114 µM), without a hit: at the highest dose activity change, negative = inhibition, most hits filed as inhibitors | Q9Y253 | actives 1.2% (n = 390,000) | recombinant Pol eta, fluorescent DNA replication assay; note: % is set by controls: 0 for no effect and ±100 for the full control effect
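Pol eta at 10 nM preincubated with compounds 15 min at room temperature; reaction started with fluorescent substrate (50 nM final) and read kinetically at 0 and 10 min.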
* hit, by the source's call; ? = inconclusive; . = no result given; [ ] = remark or other dose. Calls come from the whole dose curve; as a rule, active = well fitted curve in the direction sought with a large enough effect; inconclusive = small, poorly fitted or top-dose-only effect, or another doubt; inactive = no such curve, though single readings can be large; an effect the other way counts as inactive or inconclusive. Potency is the fitted concentration of half-maximal effect. An excerpt; the hit share may differ from the screen's.

SMILES	APE1 inh	JMJD2A Tudor inh	POLB inh	POLI inh	BLM helicase inh	Pol eta inh	POLK inh	G9a inh	BAZ2B block
Cc1cc(C)c(S(=O)(=O)c2ccccc2)c(OC(=O)c2c(F)cccc2F)n1	-1%	-4%	10%	?	-3%	-16%	-34%	?	3%
Cc1cccc(CCNC(=O)c2cc(S(=O)(=O)N3CCOCC3)cn2C)c1	40%	-18%	-19%	15%	0%	-15%	-13%	13%	-32%
Cc1nn(-c2ccccc2)nc1C(=O)Oc1cc(C(F)(F)F)nn1-c1ccccc1	-7%	-19%	-24%	?	1%	13%	-10%	21%	?
CCCNS(=O)(=O)c1ccc(OCC(=O)NCCC2=CCCCC2)cc1	-2%	8%	-18%	-6%	1%	-6%	-10%	3%[12.7 µM]	-24%
CC(C)(C)[C@H]1COC(=O)[C@@H](NC(=O)OCC2c3ccccc3-c3ccccc32)C/C=C\C[C@@H](CC(=O)N[C@@H](CO)Cc2ccccc2)C(=O)N1	-39%	-21%	.	3%	.	-12%	6%	.	.
Cc1ccc(OCC(=O)N2CCN(C3=NS(=O)(=O)c4ccccc43)CC2)cc1	-2%	-8%	18%	-7%	-1%	-13%	-4%	-6%[59 µM]	-6%
O=C(/C(=C(\O)c1ccccc1)c1nc2ccccc2[nH]1)c1ccccc1	-3%	?	2%	11%	-6%	-12%	-4%	?	-24%
Cc1cc2cc(CN3C(=O)c4ccccc4C3=O)ccc2n1C	-1%	-18%	19%	?	4%	-21%	-6%[60.1 µM]	13%	-1%

Additional records:
SMILES	APE1 inh	JMJD2A Tudor inh	POLB inh	POLI inh	BLM helicase inh	Pol eta inh	POLK inh	G9a inh	BAZ2B block
COCCN(CC(=O)Nc1cccc(C)c1C)C(=O)c1cc2ccccc2cc1OC	1%	-8%	.	0%	.	-18%	-18%	?	?
C=CCc1cc(OC)ccc1OCCON1C(=O)CCC1=O	0%	-23%[11.4 µM]	2%	17%	-3%	-18%	-5%	8%[59 µM]	?
Cc1cc(/C=C2/NC(=O)NC2=O)c(C)n1-c1sc2c(c1C#N)CCCC2	-4%	?	-30%	5%	-6%	1%	-7%	-30%[12.7 µM]	?
CN(C)c1ccc(CNC(=O)c2cnc3sc(N4CCCCCC4)nn3c2=O)cc1	.	-6%	10%	-17%	-2%	-14%	-3%	-10%[59 µM]	-11%
COc1ccc(-c2cc(C(F)(F)F)n3nc(C(=O)O)c(Cl)c3n2)cc1OC	.	-17%	-5%	36%[activator]	-2%	-21%	-4%	9%[59 µM]	?
CC1CC(C)CN(C(=O)COC(=O)COc2ccc(C#N)cc2)C1 (stereo not given)	57%[activator]	-1%	.	5%	.	-2%	-11%	.	.
CC1=C(C(=O)OCc2ccccc2)C(c2ccc([N+](=O)[O-])cc2)NC(=O)N1 (stereo not given)	5%	-23%	1%	-12%	-1%	-16%	-3%	-13%	?
O=C(CN1C(=O)COc2ccc(S(=O)(=O)N3CCCC3)cc21)NCc1ccccn1	1%	-15%	15%	-2%	0%	-11%	-16%	.	1%

Next compounds:
SMILES	APE1 inh	JMJD2A Tudor inh	POLB inh	POLI inh	BLM helicase inh	Pol eta inh	POLK inh	G9a inh	BAZ2B block
COc1ccc(NC(=O)C2C3C=CC4(CN(Cc5cccnc5)C(=O)C24)O3)c(OC)c1 (stereo not given)	5%	-3%	17%	-4%	4%	-6%	1%	-7%	50µM*
CCC(OC(C)=O)c1cc2c(cc1[N+](=O)[O-])OCCO2 (stereo not given)	2%	-15%	-4%	-14%	-5%	5%	2%	.	-38%
CCCCn1c(SCc2cccc([N+](=O)[O-])c2)nc2ccsc2c1=O	3%	-18%	-7%	-2%	-3%	-13%	-11%	11%[59 µM]	-33%
COc1cccc(NC(=O)c2ccc(-n3cccn3)nc2)c1	?	-9%	63%	-4%	0%	-13%	-8%	4%	-4%
COc1ccccc1-n1nnnc1SCC(=O)NCC1(N2CCOCC2)CCCCC1	9%	-25%	.	-4%	.	-5%	0%	-2%[59 µM]	5%
Cc1nc(SCC(=O)NCc2ccco2)c2oc3ccccc3c2n1	0%	-20%	5%	?	-2%	-2%	-6%	?	-2%
COc1cc(-c2csc(CCn3nc(C)cc3C)n2)cc(OC)c1OC	-3%	-25%	-1%	45%[activator]	-3%	-4%	-4%	32µM*	-35%
O=C(CN1C(=O)c2cccc3cccc1c23)NCc1ccccn1	-4%	-2%	27%	-5%	2%	-8%	1%	-9%[2.33 µM]	3%

Carrying on.
SMILES	APE1 inh	JMJD2A Tudor inh	POLB inh	POLI inh	BLM helicase inh	Pol eta inh	POLK inh	G9a inh	BAZ2B block
COC(=O)c1ccc(Cn2cnc3c(N)ncnc32)cc1	.	-8%	.	4%	.	-16%	-13%	.	.
O=c1c2ccccc2oc2ccccc12	0%	.	.	.	-9%	.	-5%[60.1 µM]	-4%[2.33 µM]	.
CSc1nc(N)nc(SCC(=O)C23CC4CC(CC(C4)C2)C3)c1C#N	-3%	-1%	-28%	-11%	-12%	-17%	-9%	?	6%
Cc1c(N=Cc2ccc(Cl)o2)c(=O)n(-c2ccccc2)n1C	-4%	-29%	-27%	11%	-7%	-6%	-7%	?	-31%
Cc1c(C(=O)N(C)C)sc2c1c(=O)n(-c1ccc(Cl)c(Cl)c1)c(=O)n2CC(=O)N1CCCCC1C (stereo not given)	.	-22%	-10%	5%	-1%	0%	-5%[60.1 µM]	2%[59 µM]	-11%
CCOc1ccccc1NC(=O)Cn1[nH]c(=O)c2ccccc2c1=O	-2%	.	0%	.	-4%	.	.	-31%	.
CCCCn1c(N)c(N(CCOC)C(=O)c2oc3ccc(OCC)cc3c2C)c(=O)[nH]c1=O	-4%	-6%	.	25%	.	-6%	-3%	5%[0.501 µM]	11%
CN(C)S(=O)(=O)c1cccc(C(=O)OCC(=O)NCc2ccccc2)c1	3%	-1%	1%	7%	-2%	-13%	-19%	16%	7%

Exported with two lines to a compound: two of the compounds above.
Under each structure: APE1 inh, JMJD2A Tudor inh, POLB inh, POLI inh, BLM helicase inh, Pol eta inh, POLK inh, G9a inh, BAZ2B block
- Cc1cccc(CCNC(=O)c2cc(S(=O)(=O)N3CCOCC3)cn2C)c1
 : 40%, -18%, -19%, 15%, 0%, -15%, -13%, 13%, -32%
- O=C(CN1C(=O)c2cccc3cccc1c23)NCc1ccccn1
 : -4%, -2%, 27%, -5%, 2%, -8%, 1%, -9%[2.33 µM], 3%

Going on with the list.
SMILES	APE1 inh	JMJD2A Tudor inh	POLB inh	POLI inh	BLM helicase inh	Pol eta inh	POLK inh	G9a inh	BAZ2B block
O=C(Nc1cccc(S(=O)(=O)NC2=NCCC2)c1)C1CC(=O)N(c2ccc3c(c2)OCCO3)C1 (stereo not given)	-8%	?	-1%	?	-4%	-17%	-8%	-32%	?
CCCc1nc2ccc([N+](=O)[O-])cc2[nH]1	-2%	-11%	0%	5%	-18%	-15%	-8%	.	0%
CC1CCCCC1NC(=O)COc1ccccc1C#N (stereo not given)	11%	-10%	.	12%	.	-12%	8%	13%[2.33 µM]	9%
Fc1ccc(-n2nnnc2-c2ccccc2Cl)cc1	9%	7%	37%	45%[activator]	3%	-17%	7%	14%	1%
Clc1ccc(-c2noc(CSc3nnc(Cc4cccs4)n3-c3ccccc3)n2)cc1	-2%	-17%	-1%	1%	-9%	-21%	8%	9%	3%
COc1ccc(-c2nc(C#N)c(NCCCn3ccnc3)o2)cc1OC	-1%	?	4%	-1%	5%	-17%	-18%	34%[12.7 µM]	?
CCCCN(CC)CCNC(=O)c1cn(-c2ccc(Cl)cc2)c(=O)c2ccccc12	2%	-7%	6%	10%	-6%	-15%	-4%	-34%[59 µM]	-17%
COc1ccc(-c2nc(C#N)c(N3CCC(C)CC3)o2)cc1	27%	?	3%	-15%	-12%	-9%	2%	14µM*	5µM*

More compounds follow.
SMILES	APE1 inh	JMJD2A Tudor inh	POLB inh	POLI inh	BLM helicase inh	Pol eta inh	POLK inh	G9a inh	BAZ2B block
CCc1cccc(C)c1NC(=O)c1cccnc1	7%	1%	18%	130%[activator]	0%	-23%	6%	.	?
N#CCSc1nnc2c(Cl)cc(Cl)cn12	16%	-10%	14%	-17%	-1%	11%	3%	-3%[59 µM]	.
CCOC(=O)C1=C(C)N(C)C(=S)NC1c1ccc(Cl)cc1Cl (stereo not given)	-1%	?	16%	?	-5%	?	-19%	-4%[59 µM]	?
CCc1cc(SC#N)cc(C)c1NC(=O)CCl	11%	-5%	-1%	-19%	0%	?	-14%	40µM*	-24%
O=S1(=O)CC(O)C(N(CCO)C(=S)Nc2ccccc2)C1 (stereo not given)	0%	-6%	4%	29%	1%	7%	-1%	-4%	-3%
CCOC(=O)c1cnc2c(Cl)cc(Cl)cc2c1NCCOCCO	-3%	-22%	6%	26%	2%	-15%	-6%[60.1 µM]	15%[59 µM]	6%
O=C(COC(=O)c1ccc(OC(F)F)cc1)NCCNC(=O)COC(=O)c1ccc(OC(F)F)cc1	-4%	-4%	5%	-10%	-1%	-9%	-11%	23%	5%
CCOCCc1nn2c(=O)cc(COC(=O)c3ccc4c(c3)OCO4)nc2s1	.	-22%	-3%	15%	-2%	-8%	24%	11%[59 µM]	3%

The list goes on.
SMILES	APE1 inh	JMJD2A Tudor inh	POLB inh	POLI inh	BLM helicase inh	Pol eta inh	POLK inh	G9a inh	BAZ2B block
Fc1cc(Br)ccc1Nc1c2c(nc3nc(-c4cccs4)nn13)CCCC2	.	-28%	0%	-15%	-1%	-17%	-4%[60.1 µM]	-4%[59 µM]	3%
Cc1cc2c(cc1S(=O)(=O)Nc1cccc(Cl)c1C)n(C)c(=O)c(=O)n2C	.	-17%	5%	21%	1%	-14%	-3%	-1%[59 µM]	0%
O=C(NC1CCCCC1)n1c(=O)oc2ccccc21	8%	38%[activator]	30%	5%	1%	-15%	-2%	18%[59 µM]	7%
COCCNC(=O)c1ccc2c(c1)N(Cc1c(F)cccc1Cl)C(=O)c1ccccc1S2	.	-22%	8%	9%	-5%	-24%	-13%	-5%[59 µM]	.
COc1ccc(-c2csc(Cc3nnc4n3CCCCC4)n2)cc1OC	5%	?	16%	-6%	-1%	-6%	-1%	-18%[59 µM]	.
O=C(NCCCN1CCN(c2ccccc2F)CC1)Nc1ccc(F)cc1	-3%	-4%	3%	16%	-2%	-5%	-13%	1%[59 µM]	-26%
Cc1ccc(NC(=O)Nc2cccnc2)cc1	-2%	-5%	29%	90%[activator]	3%	-3%	-6%	.	-6%
COc1ccc(-c2noc(C3CCCN(C(=O)c4ccccc4C)C3)n2)cc1 (stereo not given)	4%	-8%	0%	2%	-1%	-25%	2%	10%[59 µM]	-32%
COc1ccc(-c2cnc3nc[nH]c(=O)c3n2)cc1	6%	10%[11.4 µM]	-1%	-9%	1%	-17%	-5%	?	34%[activator]
